Pf growth 96h: inhibits malaria parasite growth, 96 h; P. falciparum luciferase reporter growth, 96 h; Potency, µM (series often up to 28.7 µM), for inactives: top-dose activity change, negative = inhibition, most hits filed as inhibitors; 6.9% of 320,000 active; AID 504834; note: potency is the fitted concentration of half-maximal effect; % is set by controls: 0 for no effect and ±100 for the full control effect
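Luminescence readout: decreased luciferase signal marks inhibited growth of reporter-expressing P. falciparum in infected red cells (2% hematocrit, 0.05% parasitemia final), exposed to compound two generations (96 h, 37 C, 5% CO2).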
Pf growth 48h: P. falciparum growth inhibition at 48 hours (one generation). Potency, µM (titrated, usually from 28.7 µM), without a hit: at the highest dose activity change, negative = inhibition, hits mostly inhibitors. P. falciparum luciferase growth in erythrocytes, 48 h. AID 504832. 5.9% of 310,000 active; note: potency is the fitted concentration of half-maximal effect; % is set by controls: 0 for no effect and ±100 for the full control effect
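Erythrocytes infected with P. falciparum carrying an integrated firefly luciferase reporter (2% hematocrit, 0.1% parasitemia final) were exposed to compounds in RPMI 1640 with 0.5% Albumax at 37 C, 5% CO2. Growth inhibition was scored as reduced luminescence.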
CHX counter: affects cycloheximide protein synthesis inhibition readout, counter-screen | cell reporter, cycloheximide protein synthesis inhibition counterscreen | max response, % | 12% of 300,000 active | AID 2314; in the data active = max response mostly above about 13%, no sharp cut-off; inactive = mostly below about 14%; note: read at 38.3 µM for the half of the compounds with a filed dose; 0% is about no effect
LmPK inh: LmPK (Leishmania mexicana) enzyme inhibition; Q27686; purified LmPK, Kinase-Glo ATP luminescence, 1 h; Potency, µM (doses to about 57.5 µM), for the others: at the highest dose activity change, negative = inhibition, actives largely listed as inhibitors; 0.37% of 290,000 active; note: potency is the fitted concentration of half-maximal effect; % is set by controls: 0 for no effect and ±100 for the full control effect
Target sequence (Q27686 whole entry, looked up): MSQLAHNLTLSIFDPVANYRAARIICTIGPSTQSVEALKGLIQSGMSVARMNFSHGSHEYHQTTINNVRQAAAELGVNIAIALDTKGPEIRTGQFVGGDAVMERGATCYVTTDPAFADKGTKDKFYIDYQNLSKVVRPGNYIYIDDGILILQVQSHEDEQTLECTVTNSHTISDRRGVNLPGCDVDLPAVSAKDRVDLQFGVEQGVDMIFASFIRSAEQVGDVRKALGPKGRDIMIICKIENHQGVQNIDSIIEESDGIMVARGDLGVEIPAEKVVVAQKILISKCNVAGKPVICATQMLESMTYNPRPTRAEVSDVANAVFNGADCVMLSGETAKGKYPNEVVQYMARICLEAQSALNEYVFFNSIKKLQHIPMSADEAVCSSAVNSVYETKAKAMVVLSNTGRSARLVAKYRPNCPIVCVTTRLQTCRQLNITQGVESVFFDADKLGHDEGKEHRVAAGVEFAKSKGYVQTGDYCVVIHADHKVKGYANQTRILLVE
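Pyruvate kinase activity monitored as ATP production (luciferase luminescence). Conditions: 0.1 nM enzyme, 0.5 mM PEP, 0.1 mM ADP, 1 h, RT; normalized against uninhibited and no-enzyme wells.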
AMA1 RON2 block: inhibitors of Plasmodium falciparum AMA1-RON2 interaction; Potency, µM (doses to about 58.2 µM), without a hit: at the highest dose activity change, negative = inhibition, hits mostly inhibitors; 0.2% of 360,000 active; AlphaScreen AMA1-biotinylated RON2 peptide binding;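 note: potency is the fitted concentration of half-maximal effect; 0% = vehicle wells and -100% = peptide control; nearly all actives have a fitted effect of over 45% in size; some results filed as inactive show a strong effect at the top dose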
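AMA1 (3D7) with his tag at 25 nM final met compounds first, then biotinylated RON2 peptide at 25 nM; detection used donor plus acceptor beads, 10 µg/mL apiece, read by AlphaScreen after 30 min at room temperature.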
Shiga inhibitor: blocks Shiga toxin action in Vero cells | Vero cells, Shiga toxin protein synthesis inhibition reporter | inhibition, % at 38.7 µM | 9.2% of 290,000 active; in the data active = inhibition mostly above about 28%, no sharp cut-off; inactive = mostly below about 43%; note: 0% is about no effect
Tb PYK inh: inhibitors of Trypanosoma brucei pyruvate kinase; Potency, µM (doses to about 76.8 µM), without a hit: at the top dose activity, negative = inhibition, actives largely listed as inhibitors; Q57TT1; 0.12% of 410,000 active; AID 624173; TbPYK enzyme, Kinase-Glo Plus ATP luminescence, 45 min; note: potency is the fitted concentration of half-maximal effect; % is set by controls: 0 for no effect and ±100 for the full control effect; nearly all actives have a fitted effect of over 50% in size
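Activity of T. brucei pyruvate kinase was followed by Kinase-Glo Plus luminescence after the enzyme reacted 45 min at room temperature with 130 uM ADP (final) and substrate. Test compounds were added before ADP at multiple concentrations.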
* marks the source's active call; other numbers are inactive results; ? = inconclusive; . = no result given; & = joins results of further samples; [ ] = remark or other dose. Unless noted, calls come from the whole dose curve; as a rule, active = well fitted curve in the direction sought with a large enough effect; inconclusive = small, poorly fitted or top-dose-only effect, or another doubt; inactive = no such curve, though single readings can be large; an effect the other way counts as inactive or inconclusive. Not a hit list; about 21% have a hit in one of these screens.

SMILES	Pf growth 96h	Pf growth 48h	CHX counter	LmPK inh	AMA1 RON2 block	Shiga inhibitor	Tb PYK inh
Cc1cc(C)n(S(=O)(=O)c2cc(Cl)ccc2Cl)n1	0.0%	10.4µM*	-2.2	-0.8%	-10.9%	-17.1	4.6%
Cc1ccc(N2C(=O)c3ccc(C(=O)Nc4cccnc4)cc3C2=O)c(C)c1	-29.7%	.	12.5	2.1%	4.5%	22.9	1.2%
COc1cc2c(cc1OC)CN(CC(=O)Nc1ccccc1C#N)CC2	.	?	-4.1	0.8%	5.0%	-4.5	-5.1%
O=C(NC1CCCCCC1)C1CCN(C(=O)c2ccc(Br)cc2)CC1	?	-4.9%	-2.2	-14.1%	-7.6%	-7.0	1.4%
CC(C)CN(C(=O)COC(=O)CCc1c[nH]c2ccccc12)C1CCS(=O)(=O)C1 (configuration not stated)	0.0%	0.4%	0.7	5.8%	3.0%	-17.5	-1.1%
CC(C)N1CC=C2C(C#N)=C(N)C(C#N)(C#N)C(c3ccccc3)C2C1 (configuration not stated)	-7.3%[5.75 µM]	-26.7%	-1.5	-3.1%	-21.8%	-9.5	-3.6%
C=C(C)C1CC=C(C)/C(=N/NC(=O)COc2cccc(C)c2)C1 (configuration not stated)	?	?	7.6	0.5%	54.5%[activator]	41.1*	-0.7%
COc1ccc(C(C(=O)NC2CCCC2)N(C(=O)c2ccco2)c2ccc(OC)c(OC)c2)cc1 (configuration not stated)	?	?	5.9	-1.1%	-3.1%	6.9	0.3%
O=C(NC1CCC(O)CC1)c1cccnc1Sc1ccccc1Cl (configuration not stated)	6.4%	-4.9%	-1.1	3.4%	3.8%	23.9	0.7%
COc1cc(C(=O)NCC(c2cccs2)N2CCc3ccccc32)cc(OC)c1OC (configuration not stated)	56.5%[activator]	?	.	.	?	.	4.9%
CCc1c(C)c(C#N)c2nc3ccccc3n2c1Nc1c(C)n(C)n(-c2ccccc2)c1=O	?	?	-3.6	-2.2%	?	-18.2	-7.0%
CCN1CCN(C(=S)NC(=O)/C=C/c2cccs2)CC1	9.4%	-16.9%	17.1	1.1%	51.6%[activator]	2.6	-1.7%
Cc1nn2cc(-c3ccc(Cl)cc3)cnc2c1Br	.	-113.6%	23.7*	1.7%	-3.2%	38.8*	-2.0%
CCOc1cccc(C(=O)NCc2ccccc2)c1	12.3%	11.6%	7.1	-1.5%	22.6%	13.3	9.1%
CC(C)CCNC(=O)CN(C(=O)Cn1nnc(-c2ccc(F)cc2)n1)C1CCCC1	2.1%	-22.0%	-3.4	-2.0%	5.5%	-13.7	-7.3%
CCCCOC(=O)c1cc(Cl)c(O)c(OC)c1	33.2%[activator]	40.2%[activator]	-1.9	-0.5%	13.2%	17.4	-5.2%
O=C(NCCNC(=O)c1ccco1)c1ccc(F)cc1	42.2%	13.7%	1.1	-12.1%	12.7%	-4.5	2.7%
Cc1nccn1-c1ncnc2sc3c(c12)CCCC3	25.5%	5.3%	-1.4	2.5%	-2.5%	-11.7	-0.1%
O=C1c2ccccc2C(=O)N1CC1c2ccccc2CCN1S(=O)(=O)c1ccccc1 (configuration not stated)	?	?	6.2	-0.2%	14.8%	-17.0	0.0%
Cc1cccn2cc(CSc3ccccc3N)nc12	64.5%[activator]	.	30.9*	-8.6%	1.1%	59.4	-6.8%

Reprinted at random: 2 compounds from above.
SMILES	Pf growth 96h	Pf growth 48h	CHX counter	LmPK inh	AMA1 RON2 block	Shiga inhibitor	Tb PYK inh
Cc1nn2cc(-c3ccc(Cl)cc3)cnc2c1Br	.	-113.6%	23.7*	1.7%	-3.2%	38.8*	-2.0%
O=C(NCCNC(=O)c1ccco1)c1ccc(F)cc1	42.2%	13.7%	1.1	-12.1%	12.7%	-4.5	2.7%

(listing goes on)
SMILES	Pf growth 96h	Pf growth 48h	CHX counter	LmPK inh	AMA1 RON2 block	Shiga inhibitor	Tb PYK inh
Cc1ccc2cc(C)c(N3CCN(c4ccccn4)CC3)nc2c1	.	-8.6%	27.6	-4.2%	-1.2%	51.2*	2.4%
O=C(Nc1ccccc1)Nc1sccc1-c1nc2ccccc2s1	?	?	16.6	3.0%	20.2%	63.2*	0.5%
CC1CCCCN1CCCNC(=O)Cn1ncc2c([nH]c3ccccc32)c1=O (configuration not stated)	?	33.3%[activator]	-1.4	0.9%	0.0%	-1.0	2.0%&-0.4%
COc1ccc2c(c1)[nH]c1c(=O)n(Cc3ccccn3)cnc12	.	-3.8%	10.8	5.7%	-0.9%	3.0	-12.7%
COc1ccc([N+](=O)[O-])cc1NC(=O)CSc1ccccc1	22.9%	27.1%	9.2	-2.4%	-12.1%	17.1	0.7%
CCC(=O)Oc1ccc(C(=O)Nc2cccc(C(=O)NCC(C)C)c2)cc1	?	-2.2%	-4.8	6.6%	-3.1%	-6.8	1.3%
C#CCSc1nnnn1-c1cccc(Cl)c1	-1.4%	35.6%[activator]	-1.2	-3.4%	-2.7%	-9.1	4.0%
COc1ccc(N2C(=O)/C(=C/c3cccs3)C(=O)NC2=S)cc1	16.7%	-1.6%	-0.8	14.8%	20.4%	-13.1	?
COc1ccc(Cl)cc1Nc1nnc(-c2ccncc2)s1	30.0%[activator]	1.8%[0.00184 µM]	-3.2	-10.2%	-10.9%	-2.5	-11.9%
Fc1ccc(CNC(=S)Nc2cccc(C(F)(F)F)c2)cc1	29.5%	?	13.4*	5.3%	-7.7%[2.32 µM]	18.0	-4.1%
CC(C)(C)c1ccc(C(=O)N2CCC(C(=O)NC3CC3)CC2)cc1	-21.3%	-11.3%	8.5	-2.2%	13.3%	31.1	0.0%
FC(F)(F)c1ccccc1NC(=S)N1CCN(c2ccccn2)CC1	?	18.3%	-1.1	-3.3%	-0.7%	10.3	-8.2%
O=C(c1ccccc1)N(Cc1cccnc1)C1(C(=O)Nc2ccccc2)CCCCC1	?	?	-0.9	6.4%	0.0%	-1.5	-6.7%
COc1ccc(-c2csc(N3CCN(S(=O)(=O)c4ccc5c(c4)NC(=O)CO5)CC3)n2)cc1	11.7µM*	8.28µM*	-3.6	3.4%	3.0%	-2.8	-22.7%
O=c1c(-c2ccc(O)cc2O)coc2cc(O)cc(O)c12	1.17µM*	86.7%[activator]	1.9	9.9%	-23.4%	6.1	4.4%
CCOCCCn1c(SCC(=O)Nc2cccc(S(=O)(=O)NC3=NCCCCC3)c2)nc2ccccc2c1=O	-9.6%	6.57µM*	4.9	2.3%	4.2%	4.3	3.7%
CC(Cc1cccs1)NCc1ccc(Cl)cc1 (configuration not stated)	54.2%[activator]	?	8.8	-13.1%	11.0%	-11.1	-0.3%
CC(/C=C/c1ccccc1)=N/NC(=O)CNC(=O)c1ccccc1F	42.9%[activator]	-10.2%	22.2	3.4%	0.9%	16.2	-0.9%
CCOC(=O)Cn1c(=O)oc2cc(S(=O)(=O)N(C)c3ccc(OC)cc3)ccc21	11.8%	3.1%	0.9	-6.5%	2.8%	39.1	1.2%
O=c1[nH]c(SCc2ccccc2Cl)nc2c1cnn2-c1ccccc1	-3.7%	11.2%	-4.8	-3.7%	10.2%	7.2	1.2%

Three compounds from above, arranged by SMILES length, rising.
SMILES	Pf growth 96h	Pf growth 48h	CHX counter	LmPK inh	AMA1 RON2 block	Shiga inhibitor	Tb PYK inh
Cc1cccn2cc(CSc3ccccc3N)nc12	64.5%[activator]	.	30.9*	-8.6%	1.1%	59.4	-6.8%
COc1cc(C(=O)NCC(c2cccs2)N2CCc3ccccc32)cc(OC)c1OC (configuration not stated)	56.5%[activator]	?	.	.	?	.	4.9%
Cc1ccc(N2C(=O)c3ccc(C(=O)Nc4cccnc4)cc3C2=O)c(C)c1	-29.7%	.	12.5	2.1%	4.5%	22.9	1.2%

More records follow:
SMILES	Pf growth 96h	Pf growth 48h	CHX counter	LmPK inh	AMA1 RON2 block	Shiga inhibitor	Tb PYK inh
C=CCCC(=O)N1CCC(n2nccc2NC(=O)c2ccccc2C)CC1	?	6.2%	0.5	-5.9%	-1.3%	-33.5	4.6%
Cc1ccc(NC(=O)c2ccc([N+](=O)[O-])o2)cc1C	35.8%[activator]	?	41.3*	-14.7%	4.6%	107.9*	-0.4%
COc1ccc(NC(=O)C(F)(OC)C(F)(F)F)c(OC)c1 (configuration not stated)	64.5%[activator]	42.5%[activator]	-1.7	3.7%	19.9%	1.5	-14.0%
C=CCCCN(Cc1ccccc1)S(=O)(=O)c1ccccc1Br	-20.1%	?	4.0&-9.3	2.3%	64.7%[activator]	-10.6&4.1	-1.2%
CCc1nnc(NC(=O)CSc2nc(C)cs2)s1	18.5%	-16.0%	4.1	3.8%	12.6%	38.6	4.7%
O=C(NCCS(=O)(=O)N1CCN(c2ccccc2)CC1)C1CC(=O)N(c2ccccc2)C1 (configuration not stated)	2.2%	0.0%	7.1	-0.9%	7.4%	-4.3	-21.1%&-8.6%
CC1=C(C(=O)N2CCOCC2)C(c2cc(C)ccc2C)NC(=S)N1 (configuration not stated)	-11.7%	?	9.9	-0.1%[11.5 µM]	1.8%	-9.6	-8.0%
O=C(Nc1ccncc1)c1ccc(C(=O)Nc2ccncc2)cc1	72.9%[activator]	-12.2%	-1.1	0.0%	5.5%	-8.9	0.2%
O=C(COc1ccc(Cl)cc1Cl)N/N=C/c1cccnc1	4.8%	?	-4.1	-0.8%	-0.7%	-7.4	4.6%
O=C(N/N=C/c1cccnc1)c1ccc(NC(=O)c2cccc(Cl)c2)cc1	24.8%	?	-1.0	-6.5%	-21.8%	23.0	4.2%
c1ccc(Nc2c3c(nc4ccccc24)CCC3)cc1	8.9%	?	1.1	-0.5%	-7.0%	1.1	3.6%
Cc1c(C(=O)Nc2nonc2-c2ccc(F)cc2)oc2ccc(F)cc12	-29.5%	?	14.8	3.7%	61.5%[activator]	2.9	-9.1%
Cc1coc2c(C)c3oc(=O)c(CCC(=O)NCc4ccccn4)c(C)c3cc12	?	?	-1.7	-8.6%	-1.9%	1.1	0.1%
CCOC(=O)c1c(NC(=O)COC(=O)c2cnc(C)cn2)sc(C(=O)N(C)C)c1C	-4.8%	-23.7%	.	.	4.2%	.	2.0%
O=C1NCCN1Cc1cccc(Cl)c1	89.1%[activator]	-10.1%	-2.3	7.6%	-4.9%	18.6	-3.6%
CCN(CC)c1ccc(/C=N/NC(=O)c2cccc(S(=O)(=O)N3CCOCC3)c2)c(O)c1	?	10.4µM*	-2.9	0.8%	40.9%[activator]	-30.1	2.9%
C[N+]1(C)[C@@H]2CC[C@H]1CC(OC(=O)C(CO)c1ccccc1)C2 (some centres not stated)	?	9.7%	1.2&-2.6	-1.7%&1.5%	-0.2%	-14.9&45.0	-0.5%
CN1C=CC=C/C1=C1/SC(=S)N(Cc2ccccc2)C1=O	-9.1%	16.3%	2.8	1.3%	-4.3%	7.9	-0.2%
O=C(CCc1ccccc1)N/N=C\C1CC=CCC1 (configuration not stated)	29.5%	17.0%	5.8	-3.6%	0.5%	18.0	-0.6%
C=CCOC(=O)C1=C[C@H](c2cn(C(C)=O)c3ccccc23)C[C@H](OCCCCO)O1	9.2%	?	-1.2	3.0%	-7.0%	-19.3	-5.7%
CCNC(=O)NC(=O)COC(=O)CCCSc1nc2ccccc2s1	-8.4%	1.5%	-1.4	0.2%	-11.6%[11.6 µM]	-3.1	-10.5%
Cc1ccc2c(c1)C(=O)C(=O)N2CC(=O)Nc1ccccc1NC(=O)c1ccccn1	28.1%	-4.2%	0.8	9.2%	55.7%[activator]	-3.8	-2.1%
